Screens as filed in PubChem.
OPRM1-OPRD1 ag: agonists of human mu-delta opioid receptor heterodimerization; cells, OPRM1-OPRD1 heterodimerization, luminescence; activation, % at 9.3 µM; 340,000 tested, 0.3% active; AID 504326; in the data active means activation above about 18%;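 further: 0% = vehicle-treated cells and 100% = reference agonist; values of inactives mirror those of a sister screen read the other way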
OPRM1-OPRD1 inv: inverse agonist of human OPRM1-OPRD1 heterodimerization; inhibition, % at 9.3 µM; 340,000 tested, 0.21% active; cell-based MOR-DOR heterodimer luminescence, inverse agonism; AID 504357; in the data active means inhibition above about 22%, passing the limit was not always enough;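 further: 0% = cells with DMSO and 100% = wells without cells with DMSO; values of inactives mirror those of a sister screen read the other way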
PKA-R1A activ: activators of PKA-R1A complex; 340,000 tested, 0.083% active; P00514+P68181; AID 504707; PKA-R1A dissociation, Cy5-IP20 fluorescence polarization; scaled: DMSO 0%, 113 µM cGMP 100%; activation, % at 11.4 µM;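 active means percent activation above the mean of all tested compounds plus 3 SD, cut at about 19% in these data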;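 further: higher means more PKAc released from R1A so a rise in polarization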
E coli growth: counter-screen for AddAB inhibitors: E. coli growth inhibition. E. coli V3065 growth, OD600 absorbance, 18 h. inhibition, % at 11.9 µM. 330,000 tested, 0.27% active;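 active means inhibition above the campaign's mean inhibition across all tested compounds plus 3 SD, cut at about 9.9% in these data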;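 further: uninfected addAB+ strain grown without phage in ampicillin broth; 0% = DMSO wells and 100% = ciprofloxacin 0.95 µg/ml wells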
Mot1-301 SUMO: SUMOylation pathway inhibition by Mot1-301 growth rescue; growth rescue, % at 18.8 µM; S. cerevisiae Mot1-301 growth rescue, ATP luminescence, 38.5C; percent above DMSO median, 100 means doubled; 320,000 tested, 1% active;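 active means every valid replicate shows activation above 250% relative to neutral control wells; inactive means the rest, any valid replicate at or below 250%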;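 further: OY570 slx delta 5 strain wells were the positive control but not used for scaling; some compounds called inactive have numbers as strong as hits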
PfHsp90 set2: inhibits growth of yeast expressing Plasmodium falciparum Hsp90; S. cerevisiae expressing PfHsp90, BacTiter-Glo ATP, 48 h; yeast lacking PDR1 and PDR3 efflux regulators; inhibition, % at 9.4 µM; 310,000 tested, 0.32% active;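 active means every replicate shows inhibition above about 80%, whatever the replicate mean, limit read from the data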;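 further: 0% = DMSO neutral controls and 100% = 20 µM radicicol positive controls; yeast relying on Plasmodium falciparum Hsp90 in place of its own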
HTR5A ag: HTR5A agonism, opioid heterodimer counter-screen. activation, % at 9.3 µM. HTR5A agonist assay, luminescence, cell-based. P47898. 340,000 tested, 0.61% active. AID 504692; in the data active means activation mostly above about 9.5%, no sharp cut-off; inactive means mostly below about 7.6%;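 further: 0% = cells with vehicle only and 100% = reference agonist; strong numbers were not always called active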
Target sequence (P47898 whole entry, looked up): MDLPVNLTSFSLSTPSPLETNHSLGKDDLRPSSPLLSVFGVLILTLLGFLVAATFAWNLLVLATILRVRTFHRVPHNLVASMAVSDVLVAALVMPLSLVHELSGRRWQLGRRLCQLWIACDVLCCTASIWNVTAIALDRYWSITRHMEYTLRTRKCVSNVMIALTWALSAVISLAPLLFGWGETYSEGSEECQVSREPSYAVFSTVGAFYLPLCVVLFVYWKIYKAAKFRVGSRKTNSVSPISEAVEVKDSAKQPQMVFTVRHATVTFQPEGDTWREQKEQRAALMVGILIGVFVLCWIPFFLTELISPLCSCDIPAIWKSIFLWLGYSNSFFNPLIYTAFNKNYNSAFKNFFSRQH
phage Ecoli inh: E. coli growth loss with phage present; growth absorbance; inhibition, % at 11.9 µM; 360,000 tested, 0.26% active; AID 651602; in the data active means inhibition above about 11%
HTR5A inv ag: counter-screen for OPRM1-OPRD1 inverse agonists: human HTR5A inverse agonism; P47898; HTR5A cell line, luminescence; inhibition, % at 9.3 µM; 340,000 tested, 0.083% active; in the data active means inhibition mostly above about 23%, no sharp cut-off; inactive means mostly below about 18%;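 further: 0% = cells with DMSO and 100% = no-cell wells with DMSO; some compounds called inactive have numbers as strong as hits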
AddAB inh: less growth of phage-infected E. coli with AddAB | E. coli expressing H. pylori AddAB, absorbance growth | inhibition, % at 11.9 µM | 330,000 tested, 0.29% active | AID 435030; in the data active means inhibition above about 12%;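 further: 0% = vehicle wells of infected cells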
DSG3 Ab inh: inhibitors of pemphigus antibody binding to human desmoglein-3; DSG3-coupled beads, scFv-anti-DSG3-GFP binding, flow cytometry; stronger effect = lower value; binding (percent of control), % at 10 µM; 310,000 tested, 0.48% active; AID 588358;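 active means binding more than 3 SD below its plate's average and above zero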;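 further: hits lower antibody fragment binding to DSG3; some compounds called inactive have numbers as strong as hits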
Active calls of the source: *; · = no result given; & = joins results of further samples. This is a subset; count on the stated rates, not on these rows.

SMILES | OPRM1-OPRD1 ag | OPRM1-OPRD1 inv | PKA-R1A activ | E coli growth | Mot1-301 SUMO | PfHsp90 set2 | HTR5A ag | phage Ecoli inh | HTR5A inv ag | AddAB inh | DSG3 Ab inh
CCC(C)(C)n1nnnc1C(c1cccs1)N1CC=C(c2ccc(F)cc2)CC1 (centres undefined) | 4.9 | -27.8 | 0.3 | 2.9 | 73.7 | -3.7 | -5.7 | 1.6 | 5.1 | -2.0 | 105.5
ClCCNc1nc2ccc(Cl)cc2[nH]1 | 0.0 | 0.1 | -4.0 | 0.6 | 12.5 | -7.6 | 4.1 | 1.9 | -4.3 | -1.5 | ·
CCCNC(=O)N1[C@H]2CC[C@@H]1C(C(=O)OC)=C(c1ccc(Cl)c(C(F)(F)F)c1)C2 | -0.8 | 4.2 | -4.7 | -2.0 | 62.6 | 7.4 | 7.2 | 2.4 | 9.2 | -2.6 | 100.1
Cc1nc2ccc(Cl)cc2c(=O)n1-c1ccccc1Cl | -3.0 | 14.5 | -0.4 | 2.2 | -1.0 | 18.6 | 1.2 | 0.6 | -4.6 | 0.7 | 92.9
O=P(Oc1ccc(Cl)cc1)(N1CC1)N1CC1 | -1.8 | 7.9 | 4.0 | · | · | 14.4 | 2.8 | 3.3 | -10.8 | · | 96.1
CCC(=O)N1N=C(c2c(O)n(CCc3ccccc3)c(=O)[nH]c2=O)CC1c1ccc(OC)c(OC)c1 (centres undefined) | · | · | · | -0.5 | -10.8 | · | · | -2.2 | · | -5.0 | 103.7
CC(C)Cc1nnc(NC(=O)CCC(=O)N2CCN(CCOC(c3ccccc3)c3ccccc3)CC2)s1 | 0.3 | -1.8 | -8.8 | -0.6 | -11.9 | 10.0 | 1.8 | 1.6 | -6.3 | 1.7 | 101.6
CC1N=C(c2ccccc2)c2cc(Br)ccc2NC1=O (centres undefined) | 0.7 | -3.4 | -3.5 | 0.7 | 20.2 | -3.5 | 2.0 | -2.5 | -7.4 | 1.3 | 95.3
CN(C)C1(CNC(=O)c2cc(S(=O)(=O)N3CCOCC3)c(Cl)cc2Cl)CCCCC1 | -2.3 | 14.5 | 4.5 | -0.2 | -20.0 | · | -0.4 | 3.1 | 1.0 | -1.9 | 99.5
C=CCN1C(=O)NC(=O)/C(=C/c2ccc(N(C)C)c(Br)c2)C1=O | -0.2 | 1.2 | -16.9 | 1.4 | 5.6 | · | -3.3 | 0.5 | 30.6 | -0.9 | 106.5
Cc1cc(C)cc(N2C(=O)NC(=O)/C(=C\C=C\c3ccco3)C2=O)c1 | 1.7 | -10.0 | 3.4 | 2.5 | 92.9 | 2.1 | 1.6 | 2.8 | -4.4 | 7.1 | 94.2
O=C(c1cc(F)ccc1F)C1CCCN(Cc2cc(Cl)ccc2O)C1 (centres undefined) | -0.5 | 2.7 | -4.1 | -0.1 | -12.4 | -22.8 | -2.4 | 2.3 | 6.7 | 1.5 | 110.7
CCCCn1c(=O)c(C(=O)Nc2ccc(C)cn2)c(O)c2ccccc21 | -3.0 | 14.2 | 2.9 | -2.2 | -6.9 | -6.1 | 0.1 | · | -0.5 | 3.9 | 104.5
Cc1ccc(N2C(=O)NC(=O)/C(=C\c3cc(C)n(-c4sc5c(c4C#N)CCCC5)c3C)C2=O)cc1 | -4.8 | 23.8 | 9.4 | 1.4 | 2.2 | -23.0 | 0.4 | 2.6 | 7.0 | 1.3 | 86.2
COc1cccc(CN2CCNCC2)c1OC | -0.6 | 3.2 | -13.1 | -0.8 | 3.2 | -3.8 | -0.6 | 2.4 | 8.5 | 1.3 | 109.0

Retrieved by structure from above:
SMILES | OPRM1-OPRD1 ag | OPRM1-OPRD1 inv | PKA-R1A activ | E coli growth | Mot1-301 SUMO | PfHsp90 set2 | HTR5A ag | phage Ecoli inh | HTR5A inv ag | AddAB inh | DSG3 Ab inh
CCC(=O)N1N=C(c2c(O)n(CCc3ccccc3)c(=O)[nH]c2=O)CC1c1ccc(OC)c(OC)c1 (centres undefined) | · | · | · | -0.5 | -10.8 | · | · | -2.2 | · | -5.0 | 103.7
C=CCN1C(=O)NC(=O)/C(=C/c2ccc(N(C)C)c(Br)c2)C1=O | -0.2 | 1.2 | -16.9 | 1.4 | 5.6 | · | -3.3 | 0.5 | 30.6 | -0.9 | 106.5
CCCCn1c(=O)c(C(=O)Nc2ccc(C)cn2)c(O)c2ccccc21 | -3.0 | 14.2 | 2.9 | -2.2 | -6.9 | -6.1 | 0.1 | · | -0.5 | 3.9 | 104.5
CN(C)C1(CNC(=O)c2cc(S(=O)(=O)N3CCOCC3)c(Cl)cc2Cl)CCCCC1 | -2.3 | 14.5 | 4.5 | -0.2 | -20.0 | · | -0.4 | 3.1 | 1.0 | -1.9 | 99.5

Further compounds
SMILES | OPRM1-OPRD1 ag | OPRM1-OPRD1 inv | PKA-R1A activ | E coli growth | Mot1-301 SUMO | PfHsp90 set2 | HTR5A ag | phage Ecoli inh | HTR5A inv ag | AddAB inh | DSG3 Ab inh
CCn1c(O)c(C(=O)CC2NCCc3ccccc32)c(=O)n(CC)c1=S (centres undefined) | 1.1 | -6.3 | -4.2 | -1.4 | 46.5 | 20.6 | 0.0 | · | 3.0 | 1.9 | 110.3
O=C(NN=Cc1ccc(N(CCCl)CCCl)cc1Cl)c1cccnc1 | -1.2 | 5.9 | 6.3 | · | · | 26.3 | -0.6 | -0.9 | 2.1 | · | ·
COc1ccc(CN2CCCC(C(=O)c3ccc(Cl)cc3)C2)c(O)c1 (centres undefined) | 0.2 | -1.3 | -6.8 | 1.2 | 101.5 | -4.3 | -0.3 | 2.6 | 5.5 | 3.9 | 109.9
Cc1ccccc1N1CCN(C2CCCN(C(=O)COc3ccccc3)C2)CC1 (centres undefined) | 0.8 | -4.1 | -0.7 | -2.0 | -0.7 | 10.2 | 2.3 | -0.6 | 6.0 | 0.7 | 109.7
N[C@@H](Cc1ccccc1)C(=O)N1C[C@H]2C[C@@H](C1)c1cccc(=O)n1C2 | -1.9 | 9.8 | -6.5 | 0.0 | 15.6 | 9.4 | -2.1 | 2.9 | 11.9 | 3.9 | 102.3
Oc1ccc(CCN2CCCCC2)cc1 | -1.8 | 7.7 | 3.6 | · | · | -23.5 | 0.9 | 3.4 | -3.3 | · | 96.3
O=[N+]([O-])c1ccc(Nc2ccccc2)cc1 | -1.9 | 11.6 | -3.0 | -1.5 | 28.2 | -5.3 | -0.5 | 6.7 | 19.7 | 1.6 | 88.7
Clc1ccc(-c2nc3ccc(Cl)cn3c2CN2CCOCC2)cc1 | -2.8 | 15.7 | 10.0 | 1.9 | 3.3 | 10.0 | -3.1 | -0.3 | -4.0 | 1.6 | 166.9
CC[N+](CC)(CC)CCCOC(=O)C(O)(c1ccccc1)C1CCCCC1 (centres undefined) | -4.3 | 24.3 | -7.6 | 1.6 | -5.3 | -6.5 | -1.5 | 2.4 | 3.9 | -1.9 | 101.7
O=C1CC[C@@]2(O)[C@H]3Cc4ccc(O)c5c4[C@@]2(CCN3CC2CC2)[C@H]1O5 | · | · | -7.6 | -2.7 | 248.0&-36.1 | 6.5 | -4.6 | 2.1 | -26.7 | -3.0 | 106.1
O=c1[nH]c(=O)n(-c2cccc(Cl)c2)c(O)c1/C=N/c1ccccn1 | -3.1 | 12.8 | 3.5 | -2.5 | -3.8 | 8.0 | -0.4 | 0.9 | 2.8 | 2.4 | ·
CC(C)CC1(CCc2ccccc2)C(=O)NC(=O)NC1=O | 0.2 | -1.3 | -2.8 | · | · | -9.3 | -0.5 | 3.8 | 1.8 | · | 93.6
CCCc1cc(=O)oc2cc(OCC(=O)N3CCC(C(=O)O)(c4ccccc4)CC3)ccc12 | -0.7 | 3.4 | -11.1 | -2.0 | 6.9 | 4.6 | 8.8 | 3.9 | 15.4 | 0.5 | 106.0
CC[n+]1c(-c2ccccc2)c2cc(N)ccc2c2ccc(N)cc21 | 9.1 | -39.7 | 6.6 | · | · | -21.4 | -3.0 | 6.0 | 11.7 | · | 89.2
COc1ccccc1-n1c(-c2ccc(C)cc2)nc2ccccc2c1=O | -1.9 | 8.5 | -10.3 | · | · | 5.1 | 1.4 | 4.7 | -5.4 | · | 103.4
Cc1ccc2c(c1)C1CN(C)CCC1N2C(=O)Cc1cccs1 (centres undefined) | · | · | -14.5 | -0.1 | 6.6 | 15.9 | · | 1.6 | · | 1.2 | 107.2
CCN1CCN(CC(=O)c2c(C)n(Cc3ccccc3)c3ccc(OC)cc23)CC1 | 0.1 | -0.4 | 1.2 | -0.3 | 30.5 | 24.2 | -2.0 | -0.3 | -12.2 | -2.6 | 97.2
COC(=O)C1C(OC(=O)c2ccccc2)CC2CCC1N2C (centres undefined) | 0.7&2.7 | -2.8&-13.5 | 0.2&-0.3 | 0.3&0.2 | -15.1 | 15.0 | 6.3&10.7 | -0.2&1.7 | -14.5&-10.6 | 2.4&4.4 | 99.7&109.1
Oc1ccc(Cl)cc1 | -1.0 | 5.7 | -10.9 | -0.3 | · | -3.5 | 9.6 | 2.7 | -5.5 | -1.0 | 98.6
COC(=O)C1C2c3ccccc3C(c3ccccc32)C1(C)C(=O)OC (centres undefined) | -1.7 | 8.7 | -6.7 | · | · | -9.7 | 0.1 | 1.9 | -0.5 | · | 94.8
Cc1nc2ccccc2c(=O)n1-c1ccc(-c2ccccc2)cc1 | 2.3 | -10.9 | -7.3 | -0.1 | 18.0 | 15.5 | -3.4 | 3.5 | 13.2 | -0.7 | 99.2
O=C1C(=O)c2cccc3cccc1c23 | -2.6 | 14.6 | -0.4 | -2.6 | -22.3 | -14.4 | -0.5 | -0.8 | -34.0 | 2.2 | 124.9
Fc1ccc(C(OCCN2CCCC2)c2ccc(Br)cc2)cc1 (centres undefined) | 0.6 | -3.3 | -3.6 | 2.1 | -18.2 | -18.9 | 2.1 | 2.0 | 12.0 | 0.5 | 93.2
COc1ccc(-c2cc(=O)oc3c(C)c(OC(C)C(=O)N4C[C@H]5C[C@@H](C4)c4cccc(=O)n4C5)ccc23)cc1 (some centres undefined) | -1.8 | 9.0 | 10.3 | 2.8 | -19.7 | 14.8 | 1.7 | 1.6 | -1.6 | 2.9 | 93.7
O=c1c2ccccc2nc(/C=C/c2ccccc2)n1-c1ccc(O)cc1 | 16.6 | -75.5 | -7.0 | -1.7 | 61.1 | -13.2 | 0.1 | 1.7 | -0.3 | -0.7 | 111.6
Cc1ncc([N+](=O)[O-])n1CCOC(N)=O | -2.3 | 11.6 | -6.0 | 6.6 | -14.5 | 0.8 | -1.5 | 2.3 | 5.5 | 6.0 | 88.3
COc1cccc(-c2cc(C(F)(F)F)n3nc(C(=O)N4CCC5(CC4)OCCO5)cc3n2)c1 | -1.7 | 9.8 | -9.9 | -1.2 | -13.5 | 4.6 | 4.8 | 2.6 | -12.3 | -1.5 | 108.6
CCC(=NCC1CCCO1)c1c(O)n(-c2ccccc2C)c(=O)[nH]c1=O (centres undefined) | -1.7 | 8.5 | 1.3 | 0.5 | -11.6 | -16.1 | -9.0 | 1.1 | -22.4 | 0.5 | 102.1
C=C[C@@]12CN(C)[C@H]3[C@H]1[C@@]1(C(=O)Nc4ccccc41)C1CC2[C@@H]3CO1 | -2.4 | 12.8 | -5.5 | 2.1 | 26.1 | 6.8 | 0.1 | 2.4 | -0.2 | 3.6 | 100.7
